Source: PubChem (several laboratories)
NPR1 activator: GC-A (human) enzyme activation | P16066 | HEK293 GC-A cells, cGMP TR-FRET, EC30 ANP; 0% at EC30 ANP, 100% saturating ANP | 0.14% of 370,000 active | AID 1671463 | activation, % at 10 µM; in the data active means activation above about 40%
PRMT1 FP inh: PRMT1 (human) inhibition, primary screen; recombinant PRMT1, activity-based probe fluorescence polarization; AID 652257; inhibition, % at 2.79 µM; 1.3% of 370,000 active; Q99873;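 active means inhibition above about 21% made by adding two undisclosed values, limit read from the data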
MBD2 inh: inhibitors of human MBD2 binding to methylated oligonucleotide; Q9UBB5; TR-FRET; inhibition, % at 4.4 µM; 0.31% of 370,000 active; AID 686964; in the data active means inhibition above about 13%
Target sequence (Q9UBB5 whole entry, looked up): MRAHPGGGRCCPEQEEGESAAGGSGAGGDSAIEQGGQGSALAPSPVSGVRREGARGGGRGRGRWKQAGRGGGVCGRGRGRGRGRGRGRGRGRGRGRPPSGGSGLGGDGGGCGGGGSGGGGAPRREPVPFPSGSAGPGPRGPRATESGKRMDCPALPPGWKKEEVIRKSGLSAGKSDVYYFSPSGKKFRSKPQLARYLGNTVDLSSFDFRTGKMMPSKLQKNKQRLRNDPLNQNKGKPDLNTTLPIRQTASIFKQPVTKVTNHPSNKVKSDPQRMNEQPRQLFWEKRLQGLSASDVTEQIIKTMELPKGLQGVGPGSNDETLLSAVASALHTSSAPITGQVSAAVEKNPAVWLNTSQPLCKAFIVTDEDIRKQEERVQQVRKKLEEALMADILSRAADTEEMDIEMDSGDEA
rCAG binder: molecules binding r(CAG) RNA repeats | AID 651821 | 1.3% of 370,000 active | r(CAG) RNA repeat, TO-PRO-1 dye displacement fluorescence | inhibition, % at 3 µM;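 active means inhibition above the plate cutoff, the mean of all test compounds on that plate plus 3 SD, cut at about 35% in these data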;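 further: 0% = DMSO alone and 100% = 100 µM mitoxantrone as full dye displacement; higher means more dye released from RNA so lower well fluorescence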
SIAE inh: human SIAE inhibition, primary screen; Q9HAT2; SIAE FP-Rh probe binding, fluorescence polarization; inhibition, % at 9.66 µM; 0.69% of 370,000 active;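 active means inhibition above a cutoff: mean of compounds within the control limits plus 3 SD of those, cut at about 17% in these data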;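 further: 0% = plate median of compound wells and 100% = probe without SIAE protein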
Target sequence (Q9HAT2 whole entry, looked up): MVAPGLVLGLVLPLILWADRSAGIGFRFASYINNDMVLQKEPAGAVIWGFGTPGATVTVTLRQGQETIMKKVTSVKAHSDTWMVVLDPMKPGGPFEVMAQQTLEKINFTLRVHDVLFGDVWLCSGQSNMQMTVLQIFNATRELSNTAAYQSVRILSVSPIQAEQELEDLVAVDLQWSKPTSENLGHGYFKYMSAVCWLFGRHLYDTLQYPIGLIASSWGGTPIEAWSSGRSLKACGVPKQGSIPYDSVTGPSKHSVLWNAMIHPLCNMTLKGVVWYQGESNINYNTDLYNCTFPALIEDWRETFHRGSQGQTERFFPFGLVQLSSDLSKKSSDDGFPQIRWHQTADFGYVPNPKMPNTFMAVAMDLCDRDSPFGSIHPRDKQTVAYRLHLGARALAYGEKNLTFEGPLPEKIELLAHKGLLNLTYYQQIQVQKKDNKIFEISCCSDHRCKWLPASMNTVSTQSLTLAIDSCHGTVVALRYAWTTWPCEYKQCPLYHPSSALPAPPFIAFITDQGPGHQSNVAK
HTRA1 inh: HTRA1 (human) protease inhibition | Q92743 | recombinant HTRA1, FP-rhodamine activity-based probe, fluorescence polarization | inhibition, % at 5.96 µM | 0.5% of 340,000 active; in the data active means inhibition above about 36%;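 further: 0% = enzyme with DMSO and 100% = wells lacking enzyme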
TCR-CD3 inh: human TCR-CD3 binding inhibition; TAMRA-labeled TCR probe fluorescence, biochemical; inhibition, % at 9.4 µM; 0.37% of 360,000 active; in the data active means inhibition above about 19%;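 further: recombinant mutant TCR 2C K166C tagged with TAMRA read by polarization; 0% = receptor in buffer alone and 100% = receptor with positive control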
ABHD4 inh: ABHD4 (mouse) inhibition, primary FP screen | AID 720543 | 0.54% of 370,000 active | Q8VD66 | inhibition, % at 8.92 µM | purified mABHD4, FP-Rh probe fluorescence polarization;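 active means inhibition exceeding the mean over every tested compound plus 3 SD, cut at about 30% in these data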;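 further: 0% = plate median of compound wells and 100% = S159A mutant with DMSO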
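Assay system: mouse ABHD4 enzyme, wild type / Also added: fluorescent activity-based probe FP-Rh / Doses: single nominal dose of 8.92 µM, 0.89% DMSO final / Timing: 45 min compound pre-incubation plus 60 min probe step, 25 °C / Signal: FP readout, ex 525 nm / em 598 nm / Control set: S159A mutant/DMSO as 100%, compound-well median as 0%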
UHRF1 binding: human UHRF1 methylated DNA binding inhibitors; inhibition, % at 4.4 µM; Q96T88; UHRF1 binding to methylated oligo, TR-FRET; AID 687016; 0.75% of 370,000 active; in the data active means inhibition above about 21%;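 further: UHRF1 SRA domain binding a hemimethylated CpG hairpin DNA probe; 0% = median of test compound wells and 100% = reference inhibitor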
GC-B act: GC-B (human) receptor activation | P20594 | activation, % at 10 µM | 0.11% of 370,000 active | HEK293-GC-B cells, CNP EC30, cGMP TR-FRET; 0% at EC30 CNP, 100% saturating CNP;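 active means activation at 10 µM reaching about 35% in either raw or pattern-adjusted values, limit read from the data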
* hit, by the source's call; . = no result given. A portion of the library, so the mix of outcomes need not match the whole.

1. Cc1c(NC(=O)C(C)OC(=O)c2cccc(S(=O)(=O)N(C)C)c2)c(=O)n(-c2ccccc2)n1C (centres undefined)
2. COc1ccc(C)cc1NC(=O)NCc1ccccc1F
3. OCC1(Cc2cccc(F)c2)CCN(Cc2cccc3nccnc23)CC1
4. Cc1cccn2c(=O)c(/C=C(\C#N)C(=O)NCc3ccco3)c(N3CCC(C(N)=O)CC3)nc12
5. Cn1nc(-c2ccc(C(=O)NCC3CCCO3)cc2)c2ccccc2c1=O (centres undefined)
6. Oc1ccccc1/C=N/Nc1cc(N2CCCC2)nc(N2CCCC2)n1
7. COc1ccc(/C=C/C(=O)NC(=S)Nc2ccc(C(=O)O)cc2)cc1
8. O=C(Cc1c(Cl)cccc1Cl)Nc1cccc(S(=O)(=O)N2CCOCC2)c1

Compound	1	2	3	4	5	6	7	8
NPR1 activator	-3	-1	-1	4	-4	7	-3	4
PRMT1 FP inh	5	-2	-4	0	-1	7	7	-2
MBD2 inh	7	-6	-4	7	1	3	6	2
rCAG binder	-1	-1	-5	2	-6	2	10	-1
SIAE inh	-6	-5	1	-1	-2	0	-12	-1
HTRA1 inh	1	-2	-8	3	3	13	2	-9
TCR-CD3 inh	-6	6	0	-1	-4	-12	-7	11
ABHD4 inh	-3	-2	3	1	-6	7	-22	-2
UHRF1 binding	8	0	-2	-2	-3	-5	4	-1
GC-B act	-2	2	0	1	-4	-1	-6	2

9. O=C(NCCOC(=O)c1ccncc1)c1ccccc1
10. N#CCCN(C(=O)Nc1ccc(Cl)c(Cl)c1)c1ccccc1
11. COc1cc(C=O)c(Br)cc1OC1CCCC1
12. CCOC(=O)c1cccc(NC(=O)CCc2c(C)nc3ncnn3c2C)c1
13. O=C(CN1C(=O)NC2(CCCCC2)C1=O)Nc1nc2c(F)cc(F)cc2s1
14. COC(=O)c1cc(C(=O)Nc2ccc(S(N)(=O)=O)cc2)cc([N+](=O)[O-])c1
15. O=C1COc2ccc(S(=O)(=O)N3CCc4ccccc43)cc2N1
16. CCCNC(=O)Cn1cnc2sc(C(=O)N3CCN(c4ccc(F)cc4)CC3)c(C)c2c1=O

Compound	9	10	11	12	13	14	15	16
NPR1 activator	-1	-5	7	-1	27	-2	-2	1
PRMT1 FP inh	1	3	2	1	1	-1	2	-1
MBD2 inh	-1	7	-4	0	3	6	4	-4
rCAG binder	0	0	-6	-1	23	4	-2	-2
SIAE inh	-3	-2	-1	-2	-11	-1	-1	-2
HTRA1 inh	3	-4	-6	0	-21	-5	1	-5
TCR-CD3 inh	0	4	-6	9	2	4	3	7
ABHD4 inh	-1	-5	0	2	-14	2	13	1
UHRF1 binding	2	7	2	3	-3	12	2	0
GC-B act	3	-4	1	-5	1	-7	1	8

17. CC12CCC(c3c(C(=O)Nc4nccs4)nn(-c4ccccc4)c31)C2(C)C (centres undefined)
18. O=C(c1ccc(-c2ccccc2)cc1)N1CCN(C(=O)c2ccco2)CC1
19. O=C(NCC1CCCO1)c1ccc(COc2ccc(Br)cc2)cc1 (centres undefined)
20. O=C(NCc1ccncc1)C12CC3CC(CC(Cl)(C3)C1)C2
21. CC(NC(=O)Cc1cccs1)c1ccccc1 (centres undefined)
22. C=CCN1C(=O)/C(=C/C=C2/N(CC)c3ccc(S(=O)(=O)N(C)C)cc3N2CC)SC1=S
23. COC(=O)c1sccc1NC(=O)c1ccc(C)o1
24. c1csc(-c2nc3ccccc3[nH]2)c1

Compound	17	18	19	20	21	22	23	24
NPR1 activator	1	-5	29	1	4	4	3	4
PRMT1 FP inh	-1	-2	1	0	0	-23	-1	4
MBD2 inh	-6	-5	5	0	2	-6	-1	4
rCAG binder	-4	0	-6	-3	3	-18	-2	0
SIAE inh	0	1	4	-3	0	-230	-5	6
HTRA1 inh	-8	1	-7	-6	-5	-97	-5	-1
TCR-CD3 inh	4	-1	-3	-3	5	-85	5	-5
ABHD4 inh	2	-6	-27	-10	-1	-133	-2	-2
UHRF1 binding	-1	2	14	5	1	0	-4	9
GC-B act	-5	-11	4	4	1	5	-5	8

25. O=C(Cn1c(C(F)(F)F)nc2ccccc21)NCCCN1CCOCC1
26. O=S(=O)(c1ccccc1Cl)N1CCCC1c1nc(-c2cccc(Cl)c2)no1 (centres undefined)
27. CCCc1ccc(OCC(O)CN2CCN(c3ccccn3)CC2)cc1 (centres undefined)
28. CCN1CCN(S(=O)(=O)c2ccc(S(=O)(=O)N(CC)Cc3ccccc3)cc2)CC1
29. O=C(c1cccs1)N1CCC(C(=O)N2CCN(Cc3ccc4c(c3)OCO4)CC2)CC1
30. CCc1nc2c(OCc3ccc(C(=O)OC)cc3)cccn2c1N(C)C(=O)CC(C)C
31. CC(C)(C)C(=O)N1CCC(O)(CS(=O)(=O)Cc2ccc(Cl)cc2)CC1
32. C=CCn1c[n+](CC(=O)c2ccc(Br)s2)c2ccccc21

Compound	25	26	27	28	29	30	31	32
NPR1 activator	1	-2	2	2	1	2	-1	5
PRMT1 FP inh	-3	1	2	-3	0	0	-2	-3
MBD2 inh	-1	4	-9	7	-1	-2	2	-3
rCAG binder	2	4	-11	-5	-4	-1	-4	4
SIAE inh	-2	-4	-2	-2	3	-1	3	4
HTRA1 inh	-4	-28	-1	2	2	.	2	.
TCR-CD3 inh	3	1	5	-4	6	7	5	11
ABHD4 inh	3	-16	3	-4	4	1	-4	10
UHRF1 binding	-2	6	3	8	-1	-1	-4	-2
GC-B act	6	-4	-4	1	0	-1	1	1

Some of these compounds in order of number of heavy atoms, falling.
26. O=S(=O)(c1ccccc1Cl)N1CCCC1c1nc(-c2cccc(Cl)c2)no1 (centres undefined)
27. CCCc1ccc(OCC(O)CN2CCN(c3ccccn3)CC2)cc1 (centres undefined)
31. CC(C)(C)C(=O)N1CCC(O)(CS(=O)(=O)Cc2ccc(Cl)cc2)CC1

Compound	26	27	31
NPR1 activator	-2	2	-1
PRMT1 FP inh	1	2	-2
MBD2 inh	4	-9	2
rCAG binder	4	-11	-4
SIAE inh	-4	-2	3
HTRA1 inh	-28	-1	2
TCR-CD3 inh	1	5	5
ABHD4 inh	-16	3	-4
UHRF1 binding	6	3	-4
GC-B act	-4	-4	1

Following part:
33. CCCn1c(SCC(=O)c2ccc3c(c2)OCCO3)nnc1C(C)C
34. CCN(CC)S(=O)(=O)c1ccc(NC(=O)CNC2CCCCC2)cc1
35. Cc1ccc(CN2CCC(n3nccc3NC(=O)C3CCOC3)CC2)cc1 (centres undefined)
36. O=C(Nc1nc(COc2ccccc2)cs1)C1CCC1
37. Cc1cc(=O)oc2cc(OC(C)C(=O)NC3(C#N)CCCCC3)ccc12 (centres undefined)
38. COc1cc(NC(=O)c2cccs2)ccc1NC(=O)c1ccccc1Cl
39. Cn1ccc2c(N3CCCC3)cc3c(c21)C1CCC3C1 (centres undefined)
40. COc1ccc(-c2cc3nc(-c4ccccc4)cc(N4CCC(O)CC4)n3n2)cc1

Compound	33	34	35	36	37	38	39	40
NPR1 activator	1	3	0	1	-3	-3	-4	2
PRMT1 FP inh	3	-1	-3	0	-2	-1	-1	-4
MBD2 inh	0	4	-1	2	-3	1	-1	0
rCAG binder	-1	-6	-1	0	-1	-1	5	6
SIAE inh	1	-1	-4	-1	-1	7	7	-22
HTRA1 inh	1	3	-3	-10	4	-27	.	-43
TCR-CD3 inh	7	-3	-11	4	-1	2	-5	1
ABHD4 inh	2	11	1	-3	5	-4	4	-15
UHRF1 binding	0	1	4	16	-1	-4	-3	0
GC-B act	3	-3	9	6	-4	-1	-3	-2

41. Cc1[nH]c2ccccc2c1/C=C/c1nc2ccccc2c(=O)n1CCO
42. COC1CCCCC1Nc1cc(C)cc(C)c1 (centres undefined)
43. O=C(Nc1nnc(CSCc2ccc(Cl)cc2)s1)c1cccc([N+](=O)[O-])c1
44. CCCc1[nH]nc2c1C(/C(C)=C/c1ccccc1)C(C#N)=C(N)O2 (centres undefined)
45. CC(=O)C1=C(O)C(=O)N(CC#N)C1c1cccs1 (centres undefined)
46. C/C(CCc1oc2c(Br)cc(Br)cc2c1-c1ccc(C)o1)=N\O
47. CCC(C)NC(=O)CC1Oc2ccc(Cl)cc2NC1=O (centres undefined)
48. CC(=O)c1ccc(-n2nnnc2SCC(=O)N2CCN(C(=O)c3ccco3)CC2)cc1

Compound	41	42	43	44	45	46	47	48
NPR1 activator	0	1	-4	-26	-1	-2	-3	-6
PRMT1 FP inh	-4	3	-1	-1	0	4	1	0
MBD2 inh	-4	-1	-3	-1	1	-2	5	-1
rCAG binder	8	-1	4	2	0	11	4	2
SIAE inh	12	4	5	8	1	-5	2	5
HTRA1 inh	5	5	5	-19	-1	23	4	2
TCR-CD3 inh	2	0	0	4	-2	-6	2	-3
ABHD4 inh	18	11	1	1	10	2	0	-6
UHRF1 binding	-3	2	0	-5	0	0	3	-1
GC-B act	5	0	2	1	2	5	2	1

49. CCCCCCCCN1C(=O)[C@@H](CC(=O)NCCCC)C[C@@]2(C(=O)OC)C1=C[C@H](C(C)(C)C)O[C@@H]2C
50. CCOC(=O)c1cc(C#N)c(C)nc1N(CC)CC
51. COC(=O)[C@@]12C[C@@H](CC(=O)NCCc3ccccc3OC)C(=O)N(Cc3cccc4ccccc34)C1=CCC(C)(C)C2
52. CC(=O)COc1ccccc1OC(=O)c1ccco1
53. CC1CCN(C(=O)COC(=O)C2CCN(S(=O)(=O)c3c(Cl)cccc3Cl)CC2)CC1
54. CC(/C=C/c1ccc(Cl)o1)=C\C(=O)O

Compound	49	50	51	52	53	54
NPR1 activator	-4	1	-2	-1	1	4
PRMT1 FP inh	3	-1	0	0	0	4
MBD2 inh	-1	-1	1	2	-2	-2
rCAG binder	0	-4	8	1	-7	2
SIAE inh	1	2	-8	2	-5	-3
HTRA1 inh	.	4	.	2	-10	3
TCR-CD3 inh	4	4	0	0	2	6
ABHD4 inh	2	1	-8	0	0	2
UHRF1 binding	-1	-1	-1	2	1	3
GC-B act	2	1	0	5	-4	3

Compound profiles, as listed above:
O=C(NCc1ccncc1)C12CC3CC(CC(Cl)(C3)C1)C2 as listed: NPR1 activator = 1; PRMT1 FP inh = 0; MBD2 inh = 0; rCAG binder = -3; SIAE inh = -3; HTRA1 inh = -6; TCR-CD3 inh = -3; ABHD4 inh = -10; UHRF1 binding = 5; GC-B act = 4
OCC1(Cc2cccc(F)c2)CCN(Cc2cccc3nccnc23)CC1 as listed: NPR1 activator = -1; PRMT1 FP inh = -4; MBD2 inh = -4; rCAG binder = -5; SIAE inh = 1; HTRA1 inh = -8; TCR-CD3 inh = 0; ABHD4 inh = 3; UHRF1 binding = -2; GC-B act = 0
